Screening results as filed in PubChem BioAssay.
SIRT5 inh: SIRT5 desuccinylase inhibitors, primary screen, biochemical, fluorescence imaging, single point, set 5 | NAD-dependent protein deacylase sirtuin-5, mitochondrial (Homo sapiens), Q9NXA8 | Purified SirT5, succinyl-peptide AMC, trypsin-coupled fluorescence | inhibition, % at 15 µM | 330,000 tested, 1.1% active | AID 652115, 2013; in the data active = inhibition above about 15%; inconclusive = no clear call, values can overlap the other calls
Target sequence (Q9NXA8 whole entry, looked up): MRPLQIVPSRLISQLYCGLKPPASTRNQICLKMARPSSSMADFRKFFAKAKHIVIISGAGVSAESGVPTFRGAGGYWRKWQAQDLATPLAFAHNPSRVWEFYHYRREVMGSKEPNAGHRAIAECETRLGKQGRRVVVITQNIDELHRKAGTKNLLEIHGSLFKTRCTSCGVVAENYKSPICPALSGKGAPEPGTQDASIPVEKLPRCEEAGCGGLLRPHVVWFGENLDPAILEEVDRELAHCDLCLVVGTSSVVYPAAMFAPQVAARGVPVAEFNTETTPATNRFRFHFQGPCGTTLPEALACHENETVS
DENV2 CPE rescue: inhibitors of DENV2 cytopathic effect, primary screen, cell-based, plate reader, single concentration | DENV2-infected cells, cytopathic effect rescue | CPE inhibition, % at 9.99 µM | 350,000 tested, 1.7% active; in the data active = CPE inhibition above about 20%, passing the limit was not always enough; inconclusive = no clear call, values can overlap the other calls; tested in BHK-21 cells;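 note: 0% = median of neutral control wells and 100% = median of positive control wells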
CASP6 VEID inh: human caspase-6 inhibitors, primary screen, biochemical, VEID-R110 fluorescence, single point, set 2; P55212; 350,000 tested, 0.53% active; inhibition, % at 12.5 µM; purified caspase-6, Z-VEID-R110 cleavage fluorescence;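 active = mean inhibition across replicates at least about 35%, with every replicate also reaching that limit, limit read from the data; inconclusive = only one of the two criteria met; inactive = neither criterion met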;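 note: 0% = median of neutral control wells and 100% = no fluorescence left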
Target sequence (P55212 24-179 limits assumed): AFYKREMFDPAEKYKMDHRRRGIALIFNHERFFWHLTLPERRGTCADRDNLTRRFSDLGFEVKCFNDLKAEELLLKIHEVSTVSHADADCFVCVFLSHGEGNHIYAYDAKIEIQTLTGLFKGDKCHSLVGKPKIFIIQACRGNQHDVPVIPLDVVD
Target sequence (P55212 194-293 limits assumed): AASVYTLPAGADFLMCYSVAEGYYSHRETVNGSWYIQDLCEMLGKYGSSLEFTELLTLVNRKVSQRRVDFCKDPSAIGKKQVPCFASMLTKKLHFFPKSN
PAX8 reporter: inhibitors of PAX8-driven TPO luciferase reporter, primary screen, RMG-I cells, single concentration | inhibition, % at 12.6 µM | SteadyGlo, 24 h | 360,000 tested, 1.2% active;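 active = mean replicate inhibition at least 60% with every replicate also reaching 60%; inconclusive = only one of the two criteria is met; inactive = mean below 60% and not all replicates reaching 60%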;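 note: luciferase light reporting Pax8 driven TPO promoter activity; plate controls were median of neutral control wells for no effect and mitoxantrone controls for full effect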
LGR2 inh: inhibitors of bursicon-induced LGR2 CRE-luciferase signal, primary screen, cell-based, HEK293, CRE-luciferase reporter, bursicon stimulation; inhibition, % at 9.99 µM; 380,000 tested, 0.35% active; Drosophila bursicon receptor LGR2 (rickets); AID 720647, 2013; bursicon-stimulated, 4 h;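 active = drop in luminescence signal, shown as inhibition above about 50% in the replicate tests, limit read from the data, passing the limit was not always enough; inconclusive = probably only some replicates passing the limit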;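 note: agonist challenge used bursicon conditioned medium at about half maximal strength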
EWS-Fli block: EWS/Fli-driven NR0B1 reporter inhibitors, primary screen, A673 cells, NR0B1 luciferase, luminescence, MLPCN library | viability-normalised | 350,000 tested, 0.67% active | AID 651661, 2012 | inhibition, % at 12.6 µM;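 active = mean inhibition of at least 50% after viability correction, with every replicate also passing that limit; inconclusive = mean reaches 50% but only one of two replicates passes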;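 note: firefly luciferase signal divided by Alamar Blue viability fluorescence both relative to DMSO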
ARNT-TACC3 inh: disruptors of ARNT/TACC3 protein interaction, primary screen, biochemical, AlphaScreen, single concentration; inhibition, % at 9.99 µM; 390,000 tested, 0.66% active; AlphaScreen His-ARNT PAS-B/GST-TACC3 binding, luminescence; TACC3 fragment carries E629A point mutation; AID 623870, 2012;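 active = mean inhibition of replicates at least 50% and at least half of replicates each reaching 50%; inconclusive = half or more replicates reach 50% but mean below 50%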;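 note: 0% = complete ARNT plus TACC3 wells and 100% = ARNT alone without TACC3; many hits fall short of the cut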
Starred values were filed as active, the others as inactive; ? = inconclusive; . = not tested or not shown. An unsorted share of the library; 4.9% or so of the library scored in one or more.

SMILES | SIRT5 inh | DENV2 CPE rescue | CASP6 VEID inh | PAX8 reporter | LGR2 inh | EWS-Fli block | ARNT-TACC3 inh
O=C(Nc1ccc(CN2CCOCC2)cc1)c1ccc(Br)o1 | -1 | -2 | -1 | -104 | -31 | -91 | 9
C[C@@H]1CCCCO[C@H](CN(C)Cc2ccncc2)[C@H](C)CN([C@H](C)CO)C(=O)c2cc(NS(=O)(=O)c3ccccc3)ccc2O1 | 8 | 28* | -1 | -39 | 4 | -1 | -26
C[C@@H]1CN([C@@H](C)CO)C(=O)Cc2cc(NC(=O)c3ccncc3)ccc2O[C@H]1CN(C)S(=O)(=O)c1ccc(F)cc1 | -5 | 3 | -1 | -16 | -6 | -1 | -7
CC(C)CC#Cc1cnc2c(c1)C(=O)N([C@H](C)CO)C[C@H](C)[C@@H](CN(C)C(=O)C1CCOCC1)O2 | -2 | -6 | 0 | . | 1 | 1 | 11
CC(C)CC(=O)Nc1ccc(-c2nc3ccccc3c(=O)[nH]2)cc1 | 16* | 7 | -3 | -163 | . | 5 | 4
CSC1=NC2(CCCCC2)C2=C(CCCC2)N1 | -5 | 5 | 1 | . | 1 | 5 | 2
CCOc1ccc(-n2ccnc(SCC(=O)Nc3cccc(OC)c3)c2=O)cc1 | 0 | ? | 0 | -24 | -10 | 1 | -2
CN1CCN(CC(=O)Nc2nc3c(s2)CCCC3)CC1 | -1 | 0 | 2 | 13 | -6 | 6 | -1
CCC1=C(OC(=O)N(CC)CC)N2C(=O)OC(=NCCc3c[nH]c4ccccc34)[C@]2(C)[C@H]2C1=CC[C@H]1C(=O)NC(=O)[C@H]12 | . | 27* | 3 | 10 | 15 | -4 | 3
O=C(NCc1cccs1)c1ccc(CS(=O)Cc2ccc(Cl)cc2)o1 (configuration not stated) | . | ? | 2 | 8 | -8 | -1 | .
O=C(CSc1nc2[nH]ncc2c(=O)[nH]1)NCCc1ccccc1 | -2 | 0 | 2 | 5 | -2 | -4 | -4
COCCCN(C(=O)c1ccco1)c1nc(-c2ccc(OC)cc2)cs1 | -3 | 5 | 1 | -43 | -14 | -33 | 1
CCC(CC)NC(=O)CCCSc1nc2ccccc2[nH]1 | 4 | -4 | -2 | 10 | -26 | 7 | -29
CC(=O)N1[C@H](C(=O)NCC2CC2)[C@@H](CO)[C@@H]2Cn3c(ccc(C4=CCCC4)c3=O)[C@@H]21 | -10 | 0 | -1 | 7 | -1 | 2 | -7
NS(=O)(=O)c1ccc(CNS(=O)(=O)c2ccc(Cl)nc2)cc1 | -3 | -1 | -5 | -4 | 28 | -17 | .
CC(=O)c1cccc(CN2CCCC(N3CCN(c4ccccc4F)CC3)C2)c1 (configuration not stated) | -6 | -4 | -1 | -4 | -14 | 1 | -7
CC(=O)C[C@@H](O)CC(=O)[C@@H]1OC(=O)[C@@H](C)C/C=C\Cc2ccccc21 | -3 | -2 | 2 | 2 | 14 | -8 | -1
Cc1ccc(C(=O)Nc2ccc(C)c(S(=O)(=O)N(C)C)c2)s1 | . | . | . | -157 | -61 | . | -5
CCCCON1C(=O)c2cccc3cccc(c23)C1=O | -6 | 4 | 0 | 2 | -3 | -59 | -2
C[C@H](CO)N1C[C@H](C)[C@@H](CN(C)Cc2ccccn2)Oc2ncc(C#CCc3ccccc3)cc2C1=O | 2 | -5 | -1 | . | 3 | 3 | 4

2 compounds picked at random from those above, as already listed:
SMILES | SIRT5 inh | DENV2 CPE rescue | CASP6 VEID inh | PAX8 reporter | LGR2 inh | EWS-Fli block | ARNT-TACC3 inh
CC(=O)c1cccc(CN2CCCC(N3CCN(c4ccccc4F)CC3)C2)c1 (configuration not stated) | -6 | -4 | -1 | -4 | -14 | 1 | -7
CN1CCN(CC(=O)Nc2nc3c(s2)CCCC3)CC1 | -1 | 0 | 2 | 13 | -6 | 6 | -1

Other structures.
SMILES | SIRT5 inh | DENV2 CPE rescue | CASP6 VEID inh | PAX8 reporter | LGR2 inh | EWS-Fli block | ARNT-TACC3 inh
CC(=O)NN1C(=O)c2ccc3c4c(ccc(c24)C1=O)C(=O)N(NC(C)=O)C3=O | -2 | -7 | 2 | 14 | -1 | 46 | 5
COc1ccc(OCCSc2nnc3sc4ccccc4n23)cc1 | -2 | 4 | 3 | . | -73 | -56 | 4
COCC#Cc1ccc([C@H]2[C@H](CO)N3CCCCN(S(=O)(=O)c4ccc(OC)cc4)C[C@@H]23)cc1 | 1 | 62* | -1 | 2 | -8 | 8 | -6
Cc1ccc(NS(=O)(=O)c2ccc(NC(=O)C(C)Sc3ccc(Cl)cc3)cc2)c(C)c1 (configuration not stated) | -1 | -2 | -2 | 9 | 10 | 14 | .
C/C=C/c1ccccc1[C@H]1[C@@H](CO)N(c2nc(CC)cs2)[C@H]1C#N | 1 | -6 | 2 | . | 4 | 2 | .
O=C(O)CC1(CC(=O)Nc2ccccc2N2CCOCC2)CCCC1 | 2 | 0 | 2 | 1 | 3 | 10 | -8
CCCCN(C(=O)C1CCCC1)c1c(N)n(CCC)c(=O)[nH]c1=O | 2 | 1 | -2 | ? | 2 | -9 | 5
C[C@@H]1CN([C@H](C)CO)C(=O)c2cccc(NS(=O)(=O)c3ccccc3)c2O[C@@H]1CN(C)C(=O)Nc1ccc(C(F)(F)F)cc1 | 8 | -2 | -1 | 8 | -6 | -6 | 15
COc1ccc(C(=O)NCc2ccc(C)cc2)cc1S(=O)(=O)N1CCOCC1 | -5 | -6 | 2 | -10 | 21 | 2 | .
O=C(c1ccccc1)N1CCc2[nH]nc(-c3ccccc3)c2C1 | 2 | -7 | 3 | -5 | -1 | . | -5
O=C(Nc1ccccc1)N1CCCCN2[C@H](CO)[C@@H](c3ccc(-c4ccccc4F)cc3)[C@@H]2C1 | 5 | 10 | 3 | -5 | 9 | -6 | 10
O=C(C[C@H]1CC[C@H]2[C@@H](COC[C@@H](O)CN2Cc2nccs2)O1)NCc1ccc(-c2ccccc2)cc1 | 1 | 3 | 0 | 29 | 12 | 5 | -9
CC(C)CC(=O)NC(=S)Nc1ccc(S(=O)(=O)Nc2nccs2)cc1 | . | . | . | -15 | 5 | . | -2
C[C@H]1CN([C@@H](C)CO)C(=O)c2cc(-c3ccc(C(=O)N(C)C)cc3)cnc2O[C@H]1CN(C)C(=O)c1ccncc1 | -3 | 0 | 3 | -13 | -9 | 2 | -5
O=C1Nc2ccc(Br)cc2/C1=C/C(=O)c1ccc2c(c1)OCO2 | . | -7 | 3 | 25 | 16 | ? | -8
Cc1cc(C(=O)Nc2cccc3ccccc23)oc1C | . | -2 | 2 | 37 | 4 | -25 | .
COc1ccc(CNC(=O)CNC(=O)N2CC(=O)Nc3ccccc32)cc1 | -1 | ? | 0 | 1 | -8 | . | -3
O=C(NCC1CC1)[C@H]1[C@H](CO)[C@H]2Cn3c(ccc(-c4ccccc4F)c3=O)[C@@H]1N2Cc1ccncc1 | -4 | 9 | 3 | . | 0 | -4 | 2
O=C(Nc1ccc2c(c1)OCO2)N[C@H]1CC[C@H](CC(=O)N2CCN(c3ccccc3)CC2)O[C@H]1CO | -1 | -6 | -1 | -3 | 5 | -9 | 3
O=C(NCCCc1ccccc1)c1ccc(-n2cncn2)c([N+](=O)[O-])c1 | -5 | 2 | 0 | 9 | -8 | -5 | -2
Cc1cc(C)n(-c2ccc(Cl)c(C(=O)Nc3cc(C(F)(F)F)ccc3Cl)n2)n1 | . | . | . | 10 | 7 | -6 | 0
CC1CN(S(=O)(=O)c2cccc(C(=O)Nc3ccc(S(=O)(=O)Nc4ncccn4)cc3)c2)CC(C)O1 (configuration not stated) | 0 | 12 | -1 | 13 | 6 | 7 | -5
O=C(COc1ccc2c(c1)oc(=O)c1ccccc12)NCCCN1CCOCC1 | -10 | 6 | -6 | -8 | 6 | -19 | 11
Cc1nonc1C1CCCN1Cc1cn[nH]c1-c1ccc2c(c1)OCO2 (configuration not stated) | -4 | 1 | 0 | 8 | 13 | -3 | -12
CCOC(=O)C1=C(C(=O)OCC)C2N(Cc3ccc(C#N)cc3)c3ccccc3[C@@]23C[C@@H](C(=O)OC)N(S(=O)(=O)c2cccs2)C3=N1 (some centres not stated) | . | 14 | -6 | 2 | -10 | -3 | .
CSc1nc2c(=S)[nH]c(=S)[nH]c2s1 | 2 | 87* | 2 | 11 | -3 | 9 | .
CC(C)Oc1ccc(Cn2c(-c3ccco3)n[nH]c2=S)cc1 | -8 | . | 1 | . | . | . | 12
CCC(=O)N1CC2(CCN(C(=O)Cc3ccccc3)CC2)c2c(n(C)c3cc(OC)ccc23)[C@H]1CO | 3 | 11 | 0 | . | 10 | -13 | .
COc1ccc(CC(=O)N(C)CC(=O)Nc2ccc(F)cc2)cc1S(=O)(=O)N1CCOCC1 | -3 | -11 | 2 | 11 | -4 | -13 | -5
Cc1ccc(NC(=O)c2cc(C)nc3ccccc23)c(Br)c1 | -5 | -3 | -5 | 2 | -3 | -7 | 1
C[C@@H]1CCCCO[C@@H](CN(C)C(=O)Nc2ccc(F)cc2)[C@H](C)CN([C@H](C)CO)C(=O)c2cc(N(C)C)ccc2O1 | 6 | . | -4 | 15 | 37 | 1 | 14
O=C(COC(=O)/C=C/c1ccccc1[N+](=O)[O-])NCC1CCCO1 (configuration not stated) | -3 | 13 | -3 | 10 | 3 | 4 | 4
COc1ccc(NC(=O)COC(=O)C2CCN(S(=O)(=O)c3cccs3)CC2)cc1OC | -3 | 1 | 1 | . | 7 | 5 | 16
Cc1ccc(C)c(Nc2ccc(C(=O)NCCc3ccccc3)cn2)c1 | -3 | 4 | 1 | 8 | 2 | -1 | -1
COc1ccccc1C#Cc1ccc([C@@H]2[C@@H](CO)N3CCCCN(C(=O)C4CCCC4)C[C@@H]23)cc1 | 10 | 5 | 1 | 22 | . | 3 | -8
CC(=O)N(C[C@@H]1N[C@@H](CO)[C@H]1c1ccc(-c2ccccc2)cc1)C(C)C | 1 | 11 | 4 | -26 | 4 | 4 | -1
COc1cccc(NC(=S)NN=C2CCC(C(C)(C)C)CC2)c1 (configuration not stated) | -4 | 1 | 0 | 5 | 0 | -10 | 4
CCOC(=O)c1cc2c(c(-c3cccc(-c4cccc(OC)c4)c3)n1)[C@@H](CCO)N(S(=O)C(C)(C)C)C2 (some centres not stated) | -4 | -5 | -1 | -8 | -10 | -1 | 55*
CCn1c(SCC(=O)c2c(N)n(C3CC3)c(=O)[nH]c2=O)nc2cc(S(N)(=O)=O)ccc21 | 1 | -4 | -1 | -14 | 3 | 2 | 2
N#C[C@H]1[C@@H](c2ccc(C3=CCCCC3)cc2)[C@@H](CO)N1C(=O)Nc1ccccc1F | 4 | -2 | 1 | -2 | -9 | -3 | -8
C[C@@H]1CN([C@H](C)CO)C(=O)Cc2cc(NS(=O)(=O)c3ccc(Cl)cc3)ccc2O[C@@H]1CN(C)C(=O)Nc1cccc2ccccc12 | 0 | 18 | 1 | . | -9 | -1 | 3
CC1CCCCN1CCNC(=O)CN1C(=O)CSc2ccc(S(=O)(=O)N3CCCCC3)cc21 (configuration not stated) | -1 | 7 | -34 | -17 | -5 | 1 | -1
CCOC(=O)C1CCCN(S(=O)(=O)c2ccc3c(c2)N(C)C(=O)CC(=O)N3C)C1 (configuration not stated) | 0 | ? | -1 | 1 | -2 | 3 | -5
CCN(C[C@H]1N[C@H](CO)[C@H]1c1ccc(-c2ccccc2)cc1)C(=O)COC | -1 | -9 | 0 | -2 | 2 | 1 | 6

Molecules from the list above containing a nitro group on carbon, in the order listed:
SMILES | SIRT5 inh | DENV2 CPE rescue | CASP6 VEID inh | PAX8 reporter | LGR2 inh | EWS-Fli block | ARNT-TACC3 inh
O=C(NCCCc1ccccc1)c1ccc(-n2cncn2)c([N+](=O)[O-])c1 | -5 | 2 | 0 | 9 | -8 | -5 | -2
O=C(COC(=O)/C=C/c1ccccc1[N+](=O)[O-])NCC1CCCO1 (configuration not stated) | -3 | 13 | -3 | 10 | 3 | 4 | 4
